L3MBTL1 inh: inhibitors of human L3MBTL1; Q9Y468; AlphaScreen L3MBTL1–H3K9me1 peptide binding; Potency, µM (doses to about 57.1 µM), for the others: at the top dose activity, negative = inhibition, most hits filed as inhibitors; 0.66% of 230,000 active; AID 485360; active = well fitted inhibition curve with a large enough effect; inconclusive = small, poorly fitted or top-dose-only effect; inactive = no such curve, though single readings can be large or run the other way; note: nearly all actives have a fitted effect of over 60% in size
Target sequence (Q9Y468 whole entry, looked up): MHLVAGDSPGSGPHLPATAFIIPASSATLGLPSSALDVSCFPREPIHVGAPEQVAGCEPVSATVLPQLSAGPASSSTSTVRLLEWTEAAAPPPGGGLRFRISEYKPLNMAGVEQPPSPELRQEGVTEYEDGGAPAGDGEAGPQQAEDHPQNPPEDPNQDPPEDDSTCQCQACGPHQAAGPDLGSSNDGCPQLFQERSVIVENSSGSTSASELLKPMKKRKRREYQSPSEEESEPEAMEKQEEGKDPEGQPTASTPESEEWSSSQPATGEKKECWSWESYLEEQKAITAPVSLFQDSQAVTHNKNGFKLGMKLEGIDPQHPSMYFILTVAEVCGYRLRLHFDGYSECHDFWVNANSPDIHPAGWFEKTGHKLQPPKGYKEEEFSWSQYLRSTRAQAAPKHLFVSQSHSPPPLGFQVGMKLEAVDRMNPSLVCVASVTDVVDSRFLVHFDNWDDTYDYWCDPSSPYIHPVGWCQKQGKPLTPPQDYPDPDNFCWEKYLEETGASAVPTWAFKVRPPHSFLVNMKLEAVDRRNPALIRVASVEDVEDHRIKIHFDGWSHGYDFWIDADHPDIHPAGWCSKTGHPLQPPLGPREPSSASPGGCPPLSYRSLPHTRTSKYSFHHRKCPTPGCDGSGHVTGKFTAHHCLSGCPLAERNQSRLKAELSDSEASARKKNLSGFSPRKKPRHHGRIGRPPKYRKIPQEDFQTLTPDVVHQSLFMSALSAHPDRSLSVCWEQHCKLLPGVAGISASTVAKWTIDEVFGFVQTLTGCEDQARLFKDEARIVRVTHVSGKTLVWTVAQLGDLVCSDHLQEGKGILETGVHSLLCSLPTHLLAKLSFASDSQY
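Read-out is AlphaScreen signal from streptavidin donor and nickel chelate acceptor beads (10 ug/mL final each) bridging L3MBTL1 (50 nM) and biotinylated K9-monomethylated H3(1-15) peptide (75 nM), after 30 min compound exposure at room temperature.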
* = called active by the depositor; ? = inconclusive; [ ] = dose if it differs, or a comment. % is set by controls: 0 for no effect and ±100 for the full control effect; potency is the fitted concentration of half-maximal effect. The list is partial; the hit share may differ from the screen's.

L3MBTL1 inh | structure
6.9% | Cc1cccc(NC(=O)COC(=O)CSc2ccccc2)c1C
-5.7% | COc1ccc([C@H]2CC(=O)C=C(c3cc4ccccc4s3)C2)cc1
-9.9% | O=C(Nc1ncccc1O)c1ccc(C(=O)c2ccccc2)cc1
4.5% | Cc1ccc(CNC(=O)C2CCCN2C(=O)Nc2cccc(Cl)c2)cc1 (stereo not drawn)
-2.8% | CCOC(=O)C1=CN(Cc2ccco2)S(=O)(=O)N(CC)C1c1ccc(C(F)(F)F)cc1 (stereo not drawn)
-1.1% | CS(=O)(=O)c1ccc(Cl)c(NC(=O)c2cccc(-n3cnnn3)c2)c1
0.2%[2.29 µM] | COCCCNC(=O)Cn1cc(/C=C(\C#N)C(=O)NC2CCCC2)c2ccccc21
2.0% | CC(OC(=O)/C=C/c1ccccc1)C(=O)Nc1cccc(C#N)c1 (stereo not drawn)
1.4% | Cc1ccc(OCCC(=O)OCC(=O)N2CCN(S(=O)(=O)c3ccc(C)cc3)CC2)cc1
-1.1% | COc1ccc2sc(-c3ccccc3OC)c(-c3ccc4c(c3)OCCO4)c2c1
-1.8% | Cc1ccc(NS(=O)(=O)c2ccc3c(c2)NC(=O)C(C)C(=O)N3)c(Br)c1 (stereo not drawn)
9.2% | O=C(OCC(=O)N1CCCCC1)c1cccs1
-1.3% | Cc1noc(C)c1COc1ccc(C(=O)N2CCN(c3ccccc3O)CC2)cc1
-0.9% | CCN(CC(=O)NCc1cccs1)C(=O)c1ccc(S(=O)(=O)N(C)c2ccccc2)cc1
-18.1% | CCCCn1c(O)c(N=Nc2ccccc2O)c2ccccc21
-2.0% | CCN(CC(=O)NCc1cccs1)C(=O)c1cc(S(=O)(=O)N2CCCCC2)ccc1Cl
0.3% | Cc1ccc(OCC(=O)N(C)CC(=O)N(CC(C)C)c2c(N)n(CC(C)C)c(=O)[nH]c2=O)c(C)c1
2.5% | OCC1(Cc2cccc(Cl)c2)CCCN(Cc2ccc(F)c(F)c2)C1 (stereo not drawn)
0.0% | CC(C)Oc1ccccc1NC(=O)CSc1nc2ccccc2c(=O)n1C
-9.7% | CCC(C)N(C(=O)COc1ccc(-c2nnco2)cc1)C1CCS(=O)(=O)C1 (stereo not drawn)
2.3% | CCN(C(=O)CSc1ncccn1)c1c(N)n(Cc2ccccc2)c(=O)[nH]c1=O
23.2% | COc1ccccc1N(CC(=O)Nc1cc(S(=O)(=O)N(C)C)ccc1C)S(=O)(=O)c1cccs1
-5.8% | CCc1nnc(N/N=C/c2cc(C)c(C)cc2C)n1N
-3.6% | O=C(CCCOc1ccccc1)Nc1cc(S(=O)(=O)N2CCOCC2)ccc1N1CCOCC1
-1.4% | Cc1cc(C)c(C)c(OCCNCc2ccccc2)c1
-2.6% | C=C(C)CN(Cc1ccccc1)C(=S)Nc1ccccc1
-6.4% | Cc1ccc(S(=O)(=O)N2[C@@H](c3ccc(C(C)(C)C)cc3)C(C(=O)O)=CC[C@H]2c2ccc(Cl)c(Cl)c2)cc1
-20.1% | CCOC(=O)c1cc(C(C)C)sc1NC(=O)COC(=O)c1nccnc1N
1.1% | C/C(=C(/CCO)SSCC1CCCO1)N(C=O)Cc1cnc(C)nc1N (stereo not drawn)
25.7% | N#CC1(NC(=O)CSc2nc3ncc(Cl)cc3[nH]2)CCCCC1

Seven entries already listed, sorted by the value under L3MBTL1 inh, highest first.
SMILES | L3MBTL1 inh
N#CC1(NC(=O)CSc2nc3ncc(Cl)cc3[nH]2)CCCCC1 | 25.7%
O=C(OCC(=O)N1CCCCC1)c1cccs1 | 9.2%
OCC1(Cc2cccc(Cl)c2)CCCN(Cc2ccc(F)c(F)c2)C1 (stereo not drawn) | 2.5%
O=C(CCCOc1ccccc1)Nc1cc(S(=O)(=O)N2CCOCC2)ccc1N1CCOCC1 | -3.6%
Cc1ccc(S(=O)(=O)N2[C@@H](c3ccc(C(C)(C)C)cc3)C(C(=O)O)=CC[C@H]2c2ccc(Cl)c(Cl)c2)cc1 | -6.4%
O=C(Nc1ncccc1O)c1ccc(C(=O)c2ccccc2)cc1 | -9.9%
CCCCn1c(O)c(N=Nc2ccccc2O)c2ccccc21 | -18.1%

(list continues)
L3MBTL1 inh | structure
3.9% | Cc1sc2ncnc(N3CCC(C(=O)Nc4nnc(SCc5ccccc5F)s4)CC3)c2c1C
-3.0% | O=C(c1cc(=O)[nH]c2ccccc12)N(Cc1nnc(-c2ccccc2Cl)o1)C1CC1
7.0% | O=C(COC(=O)CSc1ccc([N+](=O)[O-])cc1)NCCc1ccccc1
-1.3% | COc1cc([C@@H]2OC[C@@H]3[C@H]2CO[C@@H]3c2ccc3c(c2)OCO3)ccc1O
-0.2% | COc1ccc(C(=O)COC(=O)Cc2n[nH]c(=O)c3ccccc23)c(OC)c1
-5.8% | Cc1ccc(C(=O)OCc2nnc(-c3ccccc3)o2)cc1S(=O)(=O)N1CCOCC1
-27.9% | Cc1ccc2c(c1)CCCN2CC(=O)Nc1cc(S(=O)(=O)N2CCCC2)ccc1Cl
-5.2% | CCOC(=O)C1CCCN(C(=O)c2ccc(NC(=O)CC3SC(N4CCCC4)=NC3=O)cc2)C1 (stereo not drawn)
-1.6% | Cn1c(=O)c2c(nc3n2CC(COc2ccc(Cl)cc2)O3)n(C)c1=O (stereo not drawn)
-6.2% | FC(F)(F)c1cc(CCN2CCNC[C@H]2Cc2cccc3ccccc23)cc(C(F)(F)F)c1
-7.1% | Cc1ccccc1C(=O)NCC(c1ccco1)N1CCc2ccccc21 (stereo not drawn)
9.4% | CC(CNC(=O)c1ccc(NC2=NC3CS(=O)(=O)CC3S2)cc1)c1ccccc1 (stereo not drawn)
4.6% | C[C@@]12CCC[C@@](C)(C(=O)O)C1CC[C@@]13C[C@@H](NCc4ccccc4)[C@@](C)(CCC12)C3 (stereo partly drawn)
4.5% | COC(=O)C1=C(C)NC(C)=C(C(=O)OC)C1C(=O)OCc1nnc(-c2ccccc2)o1
-0.4% | COCCn1c(SC(C)C(=O)NCC2CCCO2)nc2scc(-c3ccc(F)cc3)c2c1=O (stereo not drawn)
? | N#CCC(=O)Nc1ccc(C(=O)OCC(=O)NC(=O)NCc2ccco2)cc1
2.4% | CCCCC1CCC(C(=O)Nc2ccc(N3CCOCC3)cc2N2CCOCC2)CC1 (stereo not drawn)
-4.8% | Cc1ccc(S(=O)(=O)N2CCOCC2)cc1C(=O)OC(C)C(=O)c1ccccc1 (stereo not drawn)
1.7% | CCSc1nnc(NC(=O)CCN2C(=O)C3CCCCC3C2=O)s1 (stereo not drawn)
-7.3% | COc1cc(CNc2ccc3[nH]c(=O)[nH]c3c2)ccc1OCc1ccc(F)cc1
-5.2% | O=C1c2ccccc2[C@@H]2CC(O)C(O)CCN12 (stereo partly drawn)
-2.7% | COc1ccc(C2=NS(=O)(=O)N(C)C(C(=O)N3CCC(C)CC3)=C2)cc1
-2.9% | Cc1ccc(S(=O)(=O)N(C)C)cc1NC(=O)c1cc(-c2ccncc2)nc2ccccc12
-8.1% | C=CC[C@@H](CC(=O)N[C@@H](CO)Cc1ccccc1)C(=O)N[C@H](COC(=O)[C@H](CC=C)CC(=O)OC(C)(C)C)Cc1c[nH]c2ccccc12
-0.9% | COc1ccc(CNC(=O)c2ccc3c(c2)N(C)CCS3)cc1
3.6% | CCN(CC(=O)Nc1ccc(OC)cc1)C(=O)CSCc1c(C)noc1C
1.8% | Cc1ccc(S(=O)(=O)N2CCOCC2)cc1C(=O)OCC(=O)N1CCCC1=O
3.7% | O=C(COC(=O)c1c(Cl)cccc1Cl)Nc1cccc(S(=O)(=O)NC2=NCCCCC2)c1
-4.9% | O=C(Nc1nccs1)[C@@H]1CCCN1S(=O)(=O)c1ccccc1F
-1.5%[2.29 µM] | COc1ccc(COC(=O)C2=C(C)NC(=O)NC2c2ccc(OC)cc2)cc1 (stereo not drawn)
0.7% | CC(C)c1ccc(C(=O)NNC(=O)c2n[nH]c(=O)c3ccccc23)cc1
? | O=C(OCC(=O)N(CCc1ccccc1)Cc1ccccc1)c1ccccc1[N+](=O)[O-]
-27.7% | CN1CCC(N(C)S(=O)(=O)c2ccc(NC(=O)c3ccc(S(=O)(=O)N(C)C)cc3)cc2)CC1
6.5% | Cc1ccc(Cl)cc1NC(=O)COC(=O)c1ccc(CN2CCCC2=O)cc1
-14.1% | COc1ccc2c(c1)[C@@H]1[C@H](CO2)[C@H](c2ccccc2)[C@]2(C)C(=O)Nc3ccc(C)cc3C(=O)N12
-0.4% | CCN(CC(=O)NCc1cccs1)C(=O)c1cccc(S(=O)(=O)NCc2ccccc2)c1
-5.0% | O=C(COC(=O)c1cc(=O)c2ccccc2o1)Nc1c(F)c(F)c(F)c(F)c1F
9.7% | CN(CC(=O)Nc1cccc(F)c1)C(=O)CCNC(=O)c1ccco1
9.2% | COCCN(C(=O)COC(=O)c1cccnc1SC)c1c(N)n(Cc2ccccc2)c(=O)[nH]c1=O
2.3% | COc1ccc(CCNC(=O)COc2cc(O)c3c(c2)OC(C)(C)CC3=O)cc1
-0.3% | CN(Cc1nc2ccccc2c(=O)[nH]1)C(=O)c1cccc(S(=O)(=O)N2CCc3ccccc32)c1
1.0% | Cc1ccc(S(=O)(=O)NN=C2C3CC4CC(C3)CC2C4)cc1
3.5% | CC1CCC(NC(=O)c2cc(C3CC3)nn2-c2ccccc2)CC1 (stereo not drawn)
-1.8% | CNC(=O)COc1coc(CN2CCN(C(=O)c3ccco3)CC2)cc1=O
3.8% | Cc1ccc(C)c(NC(=O)C[n+]2ccccc2)c1
2.5% | Cc1ccc2oc(=O)c(-c3ccc(O)cc3)c(C)c2c1
0.6% | CC(OC(=O)CCC(=O)c1ccc(Cl)s1)C(=O)NC1(C#N)CCCCC1 (stereo not drawn)
-22.9% | CN(C)CCOc1ccc(-c2c(-c3ccsc3)sc3ccccc23)cc1
-4.3% | CCOC(=O)[C@H]1[C@H]2COc3cc(OC)ccc3[C@@H]2N2C(=O)[C@@H](CO)NC(=O)[C@@]12C
-23.3% | CCN1CCN(c2ccc(S(=O)(=O)N3CCOCC3)cc2N)CC1
3.3% | Cc1ccnc(NC(=O)Cn2c(=O)oc3cc(S(=O)(=O)N4CCCC4)ccc32)c1
12.8% | CCOC(=O)c1nn(-c2ccc(F)cc2)c(=O)cc1OCC(=O)Nc1ccc(OCC)cc1
6.7% | C[C@H]1COC(=O)[C@H](Cc2ccc(F)cc2)C/C=C\C[C@H](CC(=O)N(CCO)Cc2ccccc2)C(=O)N1
7.3% | Cc1ccc(NC(=O)CNC(=O)c2ccc(C)o2)cc1
13.6% | Cc1c(Cl)cccc1NC(=O)CCN1CCN(CCO)CC1
-13.3% | CC(Sc1nnc(-c2cccnc2)n1N)C(=O)Nc1ccc2c(c1)OCCO2 (stereo not drawn)
2.7% | CC(Sc1nnc(-c2cccnc2)n1N)C(=O)NCCC1=CCCCC1 (stereo not drawn)
5.7% | CCOC(=O)C1CCN(C(=O)c2ccc3c(c2)C(=O)N(c2ccccc2C)C3=O)CC1
-7.1% | Cc1c(Cl)cnc(NC(=O)COC(=O)[C@@H](NC(=O)c2ccco2)C(C)C)c1Cl
-11.0% | Nc1ccc(S(=O)(=O)NCC(=O)OCCOc2ccccc2)cc1[N+](=O)[O-]

Additional entries follow:
L3MBTL1 inh | structure
8.9% | CC(C)(Cc1ccccc1)/[N+]([O-])=C\c1ccc(C(F)(F)F)cc1
? | CCOc1ccc(NC(=O)COC(=O)Cn2cnc3ccccc32)cc1
21.2% | Cc1cc(C)nc(Nc2ccccc2F)n1
-16.6% | CC(=O)Nc1ccc(NC(=O)CSC2=NS(=O)(=O)c3cc(Cl)ccc3N2)cc1
0.7% | COc1cc(CNc2nnnn2C)cc(OC)c1OC
7.3% | O=C(NCC1CCCO1)c1ccc(NC(=O)c2ccc([N+](=O)[O-])cc2)cc1 (stereo not drawn)
5.6% | O=C(COC(=O)CNC(=O)C1CCCCC1)Nc1cccc(F)c1
0.8% | CC(=O)NCCC(=O)Nc1ncc(S(=O)(=O)c2ccc([N+](=O)[O-])cc2)s1
1.0% | COc1ccccc1N1CCN(C(=O)c2ccccc2SCC(=O)N2CCCC2)CC1
1.4% | COc1ccc(NC(=O)CSc2nc3[nH]c(=O)cc(O)c3s2)cc1OC
-12.4% | COc1cc(C(=S)N2CCCC2)ccc1OCc1ccc(C)cc1
6.6% | COc1ccc(C(=O)n2cnc3ccccc32)cc1
9.7% | CN(C(=O)c1ccc(NC(=O)C2CCN(C(=O)OC(C)(C)C)CC2)cc1)C1CCC1
1.5% | O=C(CSc1n[nH]c(=O)n1C1CC1)Nc1ccc(F)c(Cl)c1
-0.8% | CCN(C(=O)COC(=O)c1nccnc1N)c1cccc2ccccc12
-0.4% | CN(CC(=O)NCCCn1ccnc1)S(=O)(=O)c1ccc(Cl)cc1
3.2% | COCCn1c(SCC(=O)NC2CC2)nc2ccccc21
-2.3% | COc1ccccc1OCCNC(=O)C1CC(=O)N(Cc2ccc(C)cc2)C1 (stereo not drawn)
-5.2% | COc1ccc2oc(=N)c(C(=O)Nc3ccccc3Cl)cc2c1
7.1% | CCN(CC(=O)Nc1c(F)cccc1F)C(=O)Cc1n[nH]c(=O)c2ccccc12
0.9% | CC(Sc1nnc(COc2ccc(Cl)cc2)o1)C(=O)Nc1ccc(N2CCOCC2)cc1 (stereo not drawn)
-0.8% | CCCn1c(=N)n(CC(=O)c2ccc(Cl)cc2)c2ccccc21
4.1% | Cc1ccc(S(=O)(=O)Nc2ncccn2)cc1
13.2% | COc1ccc(CNC(=O)C2CCN(c3nnc(N4CCCC4=O)s3)CC2)cc1
0.2% | CCCc1cc(=O)[nH]c(SCC(=O)Nc2cc(S(=O)(=O)N3CCOCC3)ccc2N(CC)CC)n1

At a glance, part of the list above.
L3MBTL1 inh | structure
8.9% | CC(C)(Cc1ccccc1)/[N+]([O-])=C\c1ccc(C(F)(F)F)cc1
? | CCOc1ccc(NC(=O)COC(=O)Cn2cnc3ccccc32)cc1
21.2% | Cc1cc(C)nc(Nc2ccccc2F)n1

High-throughput results: PubChem BioAssay, National Center for Advancing Translational Sciences (NCATS)
